# From PubChem BioAssay
# DRD3 antagonist = qHTS of D3 Dopamine Receptor Antagonist: qHTS | max response, negative = inhibition, % | D(3) dopamine receptor (Homo sapiens), P35462 | 360,000 compounds, 2.5% hits | D3R cells, DiscoveRx beta-arrestin luminescence, antagonist mode; active compounds read low; in the data active means max response below about -50%; inconclusive means no clear call, values can overlap the other calls; further: on the % scale 0 is the no-effect control and ±100 the full control effect; mostly tested at two doses, the higher about 12 µM
# Target sequence (P35462 whole entry, looked up): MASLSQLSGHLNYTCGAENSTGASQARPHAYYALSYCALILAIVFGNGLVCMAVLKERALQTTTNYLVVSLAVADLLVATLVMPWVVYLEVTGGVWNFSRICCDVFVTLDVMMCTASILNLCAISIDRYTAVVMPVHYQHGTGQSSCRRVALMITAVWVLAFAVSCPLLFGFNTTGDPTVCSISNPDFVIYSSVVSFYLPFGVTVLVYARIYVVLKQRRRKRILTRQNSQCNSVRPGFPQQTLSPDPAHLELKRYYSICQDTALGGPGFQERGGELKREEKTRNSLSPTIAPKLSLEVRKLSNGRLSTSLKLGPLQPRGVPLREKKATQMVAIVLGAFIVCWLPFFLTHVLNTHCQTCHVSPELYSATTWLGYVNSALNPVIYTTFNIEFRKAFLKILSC
#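 Cells plated overnight at 1500 cells/well, then exposed to library compounds with dopamine controls for 90 minutes at 37 degrees C. DiscoveRx reagent added for 30–60 minutes at room temperature; luminescence read, quantitative HTS format.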
# PI5P4K alpha inh = qHTS for Inhibitors of phosphatidylinositol 5-phosphate 4-kinase (PI5P4K); Phosphatidylinositol 5-phosphate 4-kinase type-2 alpha (Homo sapiens), P48426; PI5P4Kalpha enzyme, ADP-Glo luminescence, 60 min; active compounds read low; max response, %; 330,000 compounds, 1.2% hits; AID 652105, 2013; active means max response of -50% or lower; inconclusive means between -30% and -50%; inactive means -30% or higher; further: value at the top dose of about 77 µM; on the % scale 0 is the no-effect control and ±100 the full control effect
#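 Controls without substrate or without enzyme flank wells where PI5P4Kalpha converts substrate using 5 microM ATP (final). Incubation lasts 60 minutes at room temperature; ADP formed is read by ADP-Glo luminescence.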
# GLP1R cytotox = qHTS of GLP-1 Receptor Inverse Agonists: Cytotox Screen. HEK293 cAMP-luciferase reporter cells, luminescence, 24 h. Potency, µM (titrated, usually from 38.3 µM), inactives show top-dose activity change, negative = inhibition, hits mostly inhibitors. 410,000 compounds, 0.13% hits;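 further: loss of luciferase light is scored as toxicity; potency means the concentration at half of the fitted maximal effect; on the % scale 0 is the no-effect control and ±100 the full control effect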
#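 Seeding density was 200 cells/uL; after overnight-length (12 h) culture, 23 nL compounds went on for 24 h at 37 °C. Readout used a luciferase detection reagent, luminescence taken after 12 min at room temperature.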
# WRN inhibitor = qHTS for Inhibitors of WRN Helicase | 360,000 compounds, 0.46% hits | AID 651768, 2012 | WRN helicase unwinding, fluorescent forked duplex, kinetic | Bifunctional 3'-5' exonuclease/ATP-dependent helicase WRN (Homo sapiens), Q14191 | Potency, µM (doses to about 114 µM), without a hit: top-dose activity change, negative = inhibition, hits mostly inhibitors; further: potency means the concentration at half of the fitted maximal effect; on the % scale 0 is the no-effect control and ±100 the full control effect; nearly all actives have a fitted effect of over 55% in size
#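 Primary qHTS, 1536-well format. 20 nM WRN + compound, 15 min RT; start with 100 nM forked fluorophore/quencher duplex, 2 mM ATP (final); kinetic read ex 525/em 598 nm.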
# IL-2 act = qHTS of IL-2 Activators; IL-2 activation reporter assay, cell-based qHTS; stimulated with anti-CD3/CD4/CD28 beads; in transgenic mouse T cells; activation, % (series mostly up to about 46 µM); 360,000 compounds, 0.065% hits; AID 652025, 2013; in the data active means activation above about 50%; inconclusive means mostly about 30% to 49%; further: 0% is about no effect
#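 Unstimulated transgenic mouse T cells preincubated 60 min with compound, then stimulated with anti-CD3/anti-CD4-coated beads plus anti-CD28 for 18 h at 37 degrees C. IL-2 response read as EGFP and DsRed fluorescence by plate cytometry.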
# GLP-1R inv ag = qHTS of GLP-1 Receptor Inverse Agonists (Inhibition Mode). Potency, µM (series often up to 38.3 µM), without a hit: at the top dose activity change, negative = inhibition, usual class: inhibitors. HEK293 GLP-1R CRE-luciferase, luminescence, 24 h; GLP-1R form is constitutively active. 410,000 compounds, 1.6% hits. Glucagon-like peptide 1 receptor (Homo sapiens), P43220; further: potency means the concentration at half of the fitted maximal effect; on the % scale 0 is the no-effect control and ±100 the full control effect; nearly all actives have a fitted effect of over 55% in size
# Target sequence (P43220 whole entry, looked up): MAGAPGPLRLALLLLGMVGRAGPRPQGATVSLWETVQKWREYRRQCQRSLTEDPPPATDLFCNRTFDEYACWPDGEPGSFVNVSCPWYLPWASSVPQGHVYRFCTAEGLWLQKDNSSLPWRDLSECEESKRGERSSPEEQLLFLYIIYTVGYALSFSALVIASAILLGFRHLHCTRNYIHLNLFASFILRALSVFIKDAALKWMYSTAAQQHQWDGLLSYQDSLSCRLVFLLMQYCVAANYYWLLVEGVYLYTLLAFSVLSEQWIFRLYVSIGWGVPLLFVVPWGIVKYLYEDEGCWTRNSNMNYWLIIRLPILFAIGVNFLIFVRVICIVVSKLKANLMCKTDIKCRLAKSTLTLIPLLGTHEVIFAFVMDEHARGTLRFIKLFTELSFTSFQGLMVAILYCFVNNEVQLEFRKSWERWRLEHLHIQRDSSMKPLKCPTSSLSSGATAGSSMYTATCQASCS
#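 Seeding at 200 cells/uL, 12 h culture, 24 hr compound treatment, then luciferase reagent and a luminescence read; cells are HEK293 stably expressing a constitutively active GLP-1R plus cAMP-responsive luciferase.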
# GLP1R ag = qHTS of GLP-1 Receptor Agonists; Glucagon-like peptide 1 receptor (Homo sapiens), P43220; HEK293 GLP-1R CRE-luciferase, luminescence, 4-6 h; cells express a hypersensitive GLP-1R form; Potency, µM (titrated, usually from 45.6 µM), for inactives: at the top dose activation, hits mostly activators; 380,000 compounds, 0.007% hits; further: potency means the concentration at half of the fitted maximal effect; % of control where 0% means no effect
# D3 ag = qHTS of D3 Dopamine Receptor Agonist: qHTS; AID 652048, 2013; max activation, %; 410,000 compounds, 0.58% hits; D3R DiscoveRx beta-arrestin cells, luminescence, 90 min; in the data active means max activation above about 30%; further: 0% is about no effect; mostly tested at two doses, the higher about 12 µM
#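 Agonist mode: compounds and dopamine controls were applied to plated cells for 90 min at 37 degrees C after an overnight attachment at 1500 cells/well. Luminescent read-out followed 30 - 60 minutes at room temperature with DiscoveRx detection reagent.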
# PLK1 PBD inh = qHTS for Inhibitors of PLK1-PDB (polo-like kinase 1 - polo-box domain): Primary Screen; Plk1 PBD binding of FITC phosphopeptide, fluorescence polarization; Potency, µM, inactives show max response, negative = inhibition, actives largely listed as inhibitors; 360,000 compounds, 2.8% hits; AID 720504, 2013; further: potency means the concentration at half of the fitted maximal effect; series mostly up to about 57 µM; on the % scale 0 is the no-effect control and ±100 the full control effect; nearly all actives have a fitted effect of over 65% in size
# An asterisk follows results filed as active; ? = inconclusive; nt = not tested or not shown; [ ] = another dose, or the depositor's remark. Unless noted, the call rests on the fitted dose curve; in most records, active means well fitted curve in the direction sought with a large enough effect; inconclusive means small, poorly fitted or top-dose-only effect, or another doubt; inactive means no such curve, though single readings can be large; an effect the other way counts as inactive or inconclusive. Hits appear at their usual frequency. About 7.8% of those tested had a hit in this group.
SMILES,DRD3 antagonist,PI5P4K alpha inh,GLP1R cytotox,WRN inhibitor,IL-2 act,GLP-1R inv ag,GLP1R ag,D3 ag,PLK1 PBD inh
CC[C@@]1(C(=O)OC)N[C@H](CN(C)C(=O)Nc2ccc(OC)cc2)[C@@H]2C(=O)N(C)C(=O)[C@@H]21,0,-2,1%,1%,1.5,6%,8%,11,-9%
CC(C)Cc1nnc(NC(=O)C2CCCC2)s1,10,3,7%,-4%,-2.5,16%,6%,-3,-7%
C[C@H](CO)N1C[C@H](C)[C@@H](CN(C)S(=O)(=O)c2cn(C)cn2)Oc2ncc(Br)cc2C1=O,10,-3,8%,8%,-0.9,15%,5%,9,7%
COc1c(C(=O)N2CCCC2)ccc2ccccc12,29,nt,-11%,10%,0.0,-8%,6%,3,-1%
Cc1cc(OCC#N)nc(N)n1,-3,-5,3%,4%,0.5,?,20%,-6,-8%
CCCCNC(=O)c1ccc(CS(=O)(=O)c2ccc(C)cc2)o1,4,-12,18%,-15%,-5.6,18%,1%,-15,-10%
CCN(CC)CCn1c(C)nc2ccccc21,-19,1,-11%,-3%,2.8,-23%,3%,0,2%
Cc1nn2c(NCCN(C)C)c3c(nc2c1-c1ccccc1)CCCC3,-6,3,-39%,-1%,0.3,?,28%,2,-1%
S=C(NCc1ccco1)Nc1ccccc1Cl,8,8,8%,-13%,-0.9,1%,-1%,2,-18%
O=C1CC(SCCc2nc3ccccc3[nH]2)C(=O)N1c1ccc(Cl)cc1 (centres undefined),27,-15,6%,-6%,0.8,8%,12%,1,-14%
O=C(NCc1ccccn1)Nc1cccc([N+](=O)[O-])c1,11,3,-7%,6%,-1.7,-2%,3%,5,4%
COC(=O)c1ccccc1NC(=O)C1CCCN(S(=O)(=O)c2ccc(F)cc2)C1 (centres undefined),-3,37,-4%,-9%,-0.4,?,-5%,-2,2%
O=C(NCCCO)/C(=C\c1ccco1)NC(=O)c1ccco1,-6,3,-1%,-1%,1.4,7%,2%,2,-6%
Cc1ccc(S(=O)(=O)N2CN(CC3CCCO3)c3nc4ccccc4nc32)cc1 (centres undefined),3,3,-1%,-7%,-2.0,-22%,26%,10,-17%
O=C(CNC(=O)c1ccc(Br)o1)NNC(=O)c1cccc(Cl)c1,10,3,12%,-12%,-0.6,17%,3%,-10,-6%
Cc1ccc(-n2nnnc2CN2CCCCC2)cc1,4,2,-3%,5%,-1.2,6%,9%,10,-7%
O=C(c1cccs1)N1C[C@@H](O)[C@H](n2cc(C3CC3)nn2)C[C@@H]1c1ccccc1,2,-3,-5%,4%,0.4,-22%,5%,2,-7%
O=C(O)CC(SCC(=O)NC1CCCc2ccccc21)C(=O)O (centres undefined),-7,0,5%,4%,1.7,-8%,-2%,1,-22%
CC(OC(=O)c1cccc(-n2cnnn2)c1)C(=O)NC1(C#N)CCCCC1 (centres undefined),1,-3,-10%,7%,1.0,15%,7%,0,-1%
CCNC(=O)NC(=O)C(C)OC(=O)C1CCN(S(=O)(=O)c2ccccc2F)CC1 (centres undefined),5,6,7%,-4%,0.2,16%,8%,-1,-2%
CS(=O)(=O)Nc1ccccc1-c1ccc2nccn2c1,3,0,9%,-3%,-0.1,16%,2%,-10,-10%
Cc1noc(C)c1COC(=O)/C=C/c1ccc(Cl)cc1,-5,-25,20%,-2%,-0.5,13%,16%,1,12µM*
O=c1[nH]c(-[n+]2ccccc2)c(/C=N/N=C(\[O-])c2ccccc2)s1,-22,-8,?,-5%,-0.7,1%,8%,-8,-10%
COc1cc(NC(=O)CN2C(=O)NC(CC(C)C)C2=O)cc(OC)c1OC (centres undefined),10,-1,-4%,-4%,0.9,-2%,6%,2,1%
O=C(NC(=S)Nc1ccc(Cl)cc1Cl)C1CC1,-6,20,?,2%,-4.1,?,-2%,-3,2%
# Further results follow:
SMILES,DRD3 antagonist,PI5P4K alpha inh,GLP1R cytotox,WRN inhibitor,IL-2 act,GLP-1R inv ag,GLP1R ag,D3 ag,PLK1 PBD inh
O=c1c2cc3c(nc2[nH]c(=S)n1-c1ccccc1)CCCC3,-1,-5,-3%,-1%,1.0,5%,5%,16,7%
CCOc1ccc(CNC(=O)C2Cc3cc(S(=O)(=O)N4CCCCCC4)ccc3N2C(C)=O)cc1 (centres undefined),nt,nt,-2%,nt,nt,5%,1%,8,nt
CC(C)c1ccc(NC(=O)C2CCN(S(=O)(=O)c3ccc4c(c3)NC(=O)CO4)CC2)cc1,0,-7,-5%,-3%,1.1,?,3%,-5,-2%
Cc1noc(C)c1CSc1ccccc1C(=O)Nc1nccs1,2,1,-1%,-5%[57.1 µM],3.2,0%,4%,-4,-1%
CCN(CC(=O)Nc1c(F)cccc1F)C(=O)c1cccn1C,14,2,-8%,-7%,1.5,-5%,0%,1,7%
CC(=O)Nc1ccc(SC(C)C(=O)NC2CCCC2)cc1 (centres undefined),6,-4,8%,13%,-1.9,1%,0%,-6,-19%
CN(CC(=O)Nc1ccccc1Br)C(=O)c1sccc1-c1ccccc1,-3,9,-3%,-4%,0.6,?,2%,0,-10%
O=C(/C=C/c1ccccc1)Nc1cccc(S(=O)(=O)Nc2ccccc2F)c1,0,-61*,2%,40µM*,-0.1,?,-12%,2,1.2µM*
COc1ccccc1N1CCN(C(=O)c2ccc(Br)s2)CC1,-13,nt,-20%,-2%,-2.3,-14%,4%,8,-3%
CCCOC(=O)c1ccc(NC(=O)C2CCCO2)cc1 (centres undefined),26,5,-5%,0%,-2.0,5%,-5%,1,-9%
CSc1ccc(Cl)c(C(=O)NC2CCCC2)c1,-5,-5,-5%,-7%,0.1,-29%,-1%,1,0%
COc1ccccc1N1CCN(C(=O)CN(C2CCCCC2)S(C)(=O)=O)CC1,4,3,14%,2%,-4.9,-13%,3%,2,?
CCNC(=O)COC(=O)CCC(=O)c1ccc(F)cc1,1,1,0%,-13%,-2.4,5%,-3%,-3,-7%
CCN(CC)S(=O)(=O)c1ccc(C)c(NC(=O)COC(=O)CNC(=O)c2ccc(C(C)(C)C)cc2)c1,-1,4,1%,-7%,-0.3,7%,6%,-17,-8%
O=c1cc(CSc2nc3ccccc3c(=O)[nH]2)c2ccc(O)cc2o1,12,-30,-4%,-25%[57.1 µM],-2.8,48%[activator],7%,-11,-23%
N#C/C(=C(/O)CN1CCOCC1)c1nc(-c2ccccc2)cs1,-22,nt,-6%,-8%,-0.1,-1%,-2%,4,-9%
COc1ccc(N2CCN(CC(O)COC(C)(C)C)CC2)cc1 (centres undefined),20,-3,?,-3%,-0.9,-12%,4%,1,0%
CC(=O)Nc1cccc(NC(=O)CSc2nc(=O)n(Cc3ccccn3)c3c2CCC3)c1,5,-2,-1%,1%,-0.3,3%,12%,1,3%
COc1cc(Cl)cc(C2NC(=O)NC(C)=C2C(=O)NCc2ccccc2)c1O (centres undefined),-6,nt,-6%,-3%,-2.5,1%,-5%,7,-11%
CC(OC(=O)c1snc(C(=O)NC2CCCCC2)c1N)C(=O)NC1CCCCC1 (centres undefined),-22,nt,11%,-1%,0.2,4%,-8%,-6,-6%
Nc1ccc(C(=O)NCc2ccccc2)cc1,2,3,6%,9%,0.6,14%,1%,-14,1%
COc1cc(C2C(C(=O)c3ccco3)=C(O)C(=O)N2CCc2ccccc2)ccc1O (centres undefined),?,-1,-4%,5%[57.1 µM],-0.7,22%,-7%,1,-3%
CC1=C(C(=O)NCc2ccccc2)C(c2cc(Br)cc(Br)c2OC(C)C)NC(=O)N1 (centres undefined),19,nt,-23%,3%,-1.0,-10%,-2%,-2,-2%
O=C(Nc1ccccc1NC(=O)c1ccco1)c1ccccc1,6,-2,1%,-28%,0.3,6%,19%,-17,-4%
CCc1nc2c(OCc3ccccc3)cccn2c1N(C)C(=O)c1ccco1,-1,4,4%,-1%,-0.5,11%,4%,-1,3%
# (more compounds)
SMILES,DRD3 antagonist,PI5P4K alpha inh,GLP1R cytotox,WRN inhibitor,IL-2 act,GLP-1R inv ag,GLP1R ag,D3 ag,PLK1 PBD inh
C=CCNc1nc(Nc2ccc(OC)cc2)nc(OC)n1,14,-4,-1%,0%,1.2,18%,12%,0,4%
O=C(NC(=S)Nc1nc2c(ccc3ccccc32)s1)c1cccs1,7,-7,-3%,2%,-1.7,-9%,-13%,4,-10%
O=C(CCN1CCN(c2ccccc2)CC1)NNC(=O)c1ccccc1,-54*,1,4%,16%,-0.7,-11%,6%,8,-3%
CCCCn1nnnc1SCC(=O)N(CC)CC,4,2,-11%,1%,1.7,9%,-9%,1,-17%
O=C(CNS(=O)(=O)c1ccc([N+](=O)[O-])cc1)N/N=C\c1ccc(O)cc1,16,2,2%,-7%,1.2,0%,-3%,4,-1%
CN(CC(=O)Nc1ccc(OC(F)F)cc1)S(=O)(=O)/C=C/c1ccccc1,1,2,3%,-2%,-0.1,?,7%,-3,3%
CC(C)(C)CC(=O)Nc1cc2c3c(c1)CCC(=O)N3CCC2,-3,5,-7%,-3%[57.1 µM],-1.8,8%,6%,-2,-11%
